Screening results as filed in PubChem BioAssay.
ARFGAP1 inhibitor: inhibits rat ARF GTPase activating protein 1; Q62848; inhibition, % at 16.5 µM; 360,000 compounds, 0.26% hits; Arfgap1-stimulated ARF1 GTP hydrolysis, GDP FP detection;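 active means inhibition above a per-plate limit, mean inhibition of low control wells plus 3 SD, cut at about 25% in these data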;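 further: 0% = DMSO wells with enzyme and 100% = wells lacking Arfgap1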
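Material – truncated rat Arfgap1 GAP domain · Buffer or medium – HEPES-based buffer, pH 7.5 · Reagent – human ARF1(Δ1-17)-GTP substrate · Dosing – 16.5 µM single point, 1.26% DMSO · Schedule – GTP hydrolysis reaction 2 h at 25 °C · Technique – GDP detection by fluorescence polarization · Benchmarks – No-Arfgap1 wells (100%) versus DMSO full-reaction wells (0%) · Repeats – single replicate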
ADAM17 inh: ADAM17 inhibition, QFRET primary screen | AID 720648 | 370,000 compounds, 0.83% hits | P78536 | recombinant ADAM17, EDANS/DABCYL FRET peptide cleavage | inhibition, % at 6.95 µM;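 active means inhibition above the mean of compounds lying between control limits plus 3 SD, set per campaign, cut at about 8.5% in these data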;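 further: 0% = DMSO-only wells as the low control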
SIAE inh: human SIAE inhibition, primary screen. inhibition, % at 9.66 µM. 370,000 compounds, 0.69% hits. SIAE FP-Rh probe binding, fluorescence polarization;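 active means inhibition above a cutoff: mean of compounds within the control limits plus 3 SD of those, cut at about 17% in these data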;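 further: 0% = plate median of compound wells and 100% = probe without SIAE protein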
ADAM10 inh: ADAM10 inhibition, QFRET primary screen. O14672. recombinant ADAM10, EDANS/DABCYL FRET peptide cleavage, 3 h. inhibition, % at 7 µM. 370,000 compounds, 0.62% hits;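 active means inhibition above a per-campaign cutoff equal to the mean of compounds falling between control-based bounds plus 3 SD, cut at about 20% in these data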;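 further: 0% = DMSO wells while the 100% control is not disclosed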
TDP2 absorb: TDP2 (human) inhibition, absorbance primary screen. O95551. recombinant TDP2, T5PNP hydrolysis, p-nitrophenol absorbance 415 nm. inhibition, % at 12.8 µM. 370,000 compounds, 0.34% hits;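 active means inhibition above the mean of all tested compounds plus 3 SD, set per campaign, cut at about 25% in these data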;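 further: 0% = DMSO with enzyme and 100% = buffer with substrate but no TDP2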
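Read-out basis: percent inhibition. System: recombinant human TDP2. Buffer or medium: Mg2+-containing Tris-HCl buffer, pH 7.5. Repeats: single replicate. Timing: reaction 2 h, 37 °C. Benchmarks: high control without enzyme, low control DMSO plus TDP2. Probe or stimulus: 5 mM T5PNP. Doses: 12.8 µM only. Measured by: epi absorbance of p-nitrophenol freed from T5PNP by hydrolysis.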
ASAP1 GAP inh: blocks human ASAP1-stimulated Arf1 GTP hydrolysis; GDP FP detection; inhibition, % at 16.5 µM; 360,000 compounds, 0.19% hits; in the data active means inhibition above about 25%;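 further: 0% = vehicle with enzyme and substrate and 100% = no enzyme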
PLCg1 inh: PLC-gamma1 (human) inhibition, primary screen | AID 720700 | inhibition, % at 12.2 µM | 370,000 compounds, 0.84% hits | P19174 | purified PLC-gamma1, fluorogenic substrate, fluorescence; in the data active means inhibition above about 9.5%
DDE Tn6 FP inh: disrupts Tn6 cyclic peptide binding to fibrin D-Dimer-E complex. Fibrin DD(E) TRITC-Tn6 fluorescence polarization displacement. AID 720509. P02675. inhibition, % at 8.3 µM. 370,000 compounds, 0.21% hits;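 active means inhibition above a per-campaign cutoff: mean of compounds within control limits plus 3 SD, cut at about 15% in these data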;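 further: 0% = median of all compound wells on the plate and 100% = blocking peptide control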
PLCb3 inh: blocks human PLC-beta3 enzyme activity. Q01970. Purified PLC-beta3, fluorogenic substrate, fluorescence. inhibition, % at 12.2 µM. 370,000 compounds, 0.18% hits. AID 720704; in the data active means inhibition above about 11%;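 further: 0% = median of compound wells on plate and 100% = full blocker control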
DDE Tn7 FP inh: DD(E)-Tn7 binding inhibition, primary FP screen; FP displacement of FITC-Tn7 peptide from fibrin DD(E); 0% = median of compound wells per plate; inhibition, % at 8.3 µM; 370,000 compounds, 0.13% hits; AID 720508;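 active means inhibition above the mean of compounds falling within the control limits plus 3 SD of them, cut at about 14% in these data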;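 further: 0% = plate median of compound wells and 100% = 10 µM Aha-Tn7 peptide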
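Test system: human clot-derived fibrin DD(E) complex / Quantity: 2 µM final DD(E) protein / Incubation: 10 min plus 3 h, room temperature / Measured by: fluorescence polarization / Benchmarks: high control of 10 µM Aha-Tn7 peptide / Replicates: singlicate testing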
The depositor's hits bear a star; i = inactive.

SMILES | ARFGAP1 inhibitor | ADAM17 inh | SIAE inh | ADAM10 inh | TDP2 absorb | ASAP1 GAP inh | PLCg1 inh | DDE Tn6 FP inh | PLCb3 inh | DDE Tn7 FP inh
OCC1(CCOc2ccccc2)CCN(Cc2ccc3c(c2)OCCO3)CC1 | 4 | -3 | 0 | 12 | -18 | -5 | 6 | 2 | -11 | -5
CCC(C)NC(=O)Cn1c(-c2ccccc2)cc(C(C)=O)c1C (stereo not given) | -11 | -1 | 1 | -2 | 2 | 7 | 0 | -3 | -2 | -6
CCC1CCCCN1CCCNC(=O)c1ccc2c(c1)NC(=O)CN2C (stereo not given) | 5 | -9 | 4 | -39 | -8 | 0 | -23 | -4 | -36 | -3
NCc1csc(Nc2cc(Oc3ccccc3)ncn2)n1 | -1 | 3 | 4 | 11 | -9 | -9 | 4 | 2 | 5 | 7
O=C(NCCn1ccc2ccccc21)c1ccc2c(c1)OCO2 | -8 | 0 | -6 | -8 | -6 | -5 | -2 | -1 | -2 | 8
O=C1C=C(c2ccccc2)OC(c2ccccc2)O1 (stereo not given) | -6 | 2 | -7 | -8 | -17 | 6 | -1 | -3 | -7 | -4
Cc1cccc(OCC(=O)N2CCN(C(=O)c3ccco3)CC2)c1 | 7 | 0 | 3 | -3 | -6 | 4 | -2 | -13 | 4 | -7
CCCCn1c(=O)c(-c2ccccc2)c(O)c2ccccc21 | 0 | -3 | -2 | 3 | 4 | 15 | -27 | -6 | -30 | 8
Cc1cnc(NC(=O)CCN2C(=O)C3CCCCC3C2=O)s1 (stereo not given) | 8 | 0 | 4 | 3 | 3 | 5 | 1 | -9 | -3 | 3
Cc1csc(SCC(=O)Nc2cc([N+](=O)[O-])ccc2F)n1 | 7 | 0 | -2 | -1 | 8 | -10 | 0 | 11 | -2 | 2
CC(C)(C)NC(=O)CN(Cc1cccs1)C(=O)c1csnn1 | 6 | -1 | 4 | 4 | 1 | -7 | 2 | -2 | -4 | -1
Cc1ccc(CNC(=O)C2CCCN(c3nc4ccsc4c(=O)s3)C2)cc1 (stereo not given) | 15 | -4 | -8 | -3 | 21 | 18 | -2 | -6 | -1 | -9
Cc1ccc2nc(-c3cccnc3SCC(=O)N3c4ccccc4CC3C)[nH]c2c1 (stereo not given) | -3 | -9 | -22 | -21 | 8 | -8 | -15 | 2 | -17 | 4
CC1(C)CC(=O)C(C=Nc2ccc3[nH]ncc3c2)=C(O)C1 | -9 | -19 | 3 | -62 | 10 | -14 | -30 | -4 | -45 | -1
CCc1ncc(/C=C2\C(=O)Nc3ccccc32)[nH]1 | 5 | 1 | 5 | 11 | 1 | -4 | -33 | -4 | -46 | -3
O=C(c1ccccc1SCc1ccccc1)N1CCCCCC1 | -5 | 2 | 2 | 1 | -1 | 3 | 1 | -3 | 1 | -2
COc1ccc(N2CCSC2C(=O)NN)cc1 (stereo not given) | -4 | 1 | 7 | 6 | 3 | 0 | 0 | -5 | -1 | 2
Nc1ncc(Br)cc1N=Cc1ccccc1 | 3 | -7 | 4 | -30 | 9 | -5 | -60 | 4 | -76 | 4
O=C(c1ccccc1)N1CCN(C(=O)c2nn3c(C(F)(F)F)cc(-c4ccccc4)nc3c2Br)CC1 | 1 | 2 | 0 | -9 | -14 | -11 | -1 | 2 | -9 | -4
Cc1cc(NC(=O)CN2C(=O)NC(C)(c3ccc(OC(F)F)cc3)C2=O)no1 (stereo not given) | 6 | -3 | -2 | 1 | 2 | 2 | 1 | 0 | 2 | -5
C=CCNc1nc2c(c(=O)[nH]c(=O)n2C)n1CC(O)COc1ccc2ccccc2c1 (stereo not given) | 9 | -2 | 2 | -5 | -5 | -1 | 2 | -10 | -4 | -1
COc1ccc(-c2cc(-c3n[nH]c(=S)n3-c3ccccc3OC)[nH]n2)cc1 | -1 | -3 | 0 | 1 | -7 | -1 | -3 | 5 | 0 | 7
CC(C)(C)c1ccc(C2=CC(c3ccccc3F)n3ncnc3N2)cc1 (stereo not given) | -5 | -64 | 2 | -207 | 0 | -6 | i | 3 | i | -1
Cc1ccccc1CNC(=O)c1ccccc1NS(C)(=O)=O | 5 | -83 | 0 | -265 | 4 | -5 | -42 | -1 | -47 | -1
O=C(NCc1ccc2c(c1)OCO2)c1cccc(C(=O)NCc2ccc3c(c2)OCO3)c1 | 8 | 0 | 3 | 16 | -5 | -20 | 4 | 0 | 2 | -3
O=C(Nc1cccc(C(F)(F)F)c1)c1cnccn1 | -16 | 1 | 6 | -6 | 0 | -14 | 3 | -6 | 7 | -5
NC(=O)NC(CC(=O)N1CCc2ccccc2C1)c1ccc(Cl)cc1 (stereo not given) | -10 | -3 | 6 | -5 | 0 | -5 | 0 | -4 | -6 | 1
O=C(Cc1ccccc1[N+](=O)[O-])OCN1C(=O)c2ccccc2C1=O | 0 | -1 | -1 | -6 | -8 | -5 | 0 | 3 | -5 | -8
COc1cccc2cc(C(=O)NC3CC4CCC3C4)oc12 (stereo not given) | 2 | 0 | -7 | -10 | 9 | 8 | -3 | 0 | -10 | -9
CC(C)(C)NC(=O)C(c1ccc(Cl)cc1)N(Cc1ccco1)C(=O)CCl (stereo not given) | -11 | -2 | 0 | -2 | 16 | 10 | 2 | -2 | -1 | -5
O=C(NCCc1ccccc1)C(=O)c1c(-c2ccccc2)cc2ccccn12 | 0 | -1 | -7 | 2 | -1 | -2 | 0 | -4 | -1 | 1
COc1ccccc1Oc1ccnc2cc(Cl)ccc12 | -5 | 1 | -13 | 1 | -7 | -8 | -3 | 4 | -7 | 5
O=C1[C@@H]2[C@H](C(=O)N1C[C@@H](COCc1ccccc1)Oc1cccc3c1S(=O)(=O)N(CCc1ccc(F)cc1)C[C@H](COCc1ccccc1)O3)[C@@H]1C=C[C@H]2C1 | -7 | 0 | -6 | -3 | -8 | -9 | 1 | 0 | -4 | 3
CC(=O)c1ccc(S(=O)(=O)Nc2ccc(C(=O)NC3CC3)cc2)cc1 | -8 | -3 | 9 | -4 | -5 | 2 | -1 | 5 | -9 | 0
COc1ccc(/C=C(/NC(=O)c2ccccc2)C(=O)NC(Cc2c[nH]c3ccccc23)C(=O)O)cc1 (stereo not given) | -5 | 1 | 3 | -8 | -16 | -6 | -2 | 0 | -11 | -4
C=CCOn1c(C)c(C(C)=O)c2c3nonc3ccc21 | -6 | -19 | 1 | -49 | 3 | 6 | -324 | -6 | -402 | -2
CCCn1ncc(CN2CCC(CO)(CC3CCCCO3)CC2)c1C (stereo not given) | 10 | -1 | 3 | 4 | -13 | 3 | 2 | -1 | 2 | -2
O=C(COc1ccccc1Cl)Nc1ccccc1C(=O)N1CCCCC1 | 2 | 1 | 3 | -6 | 13 | 4 | 0 | 1 | -5 | 1
COc1cccc2cc(C(=O)N(C)C)c(=O)oc12 | 4 | -6 | 1 | -5 | 8 | -6 | -27 | 7 | -36 | 5
COCCNC(=O)C(c1ccco1)N(Cc1ccc(OC)cc1)C(=O)Cn1nnc2ccccc21 (stereo not given) | 11 | -3 | 2 | -2 | -6 | 0 | 4 | 5 | -1 | 3
S=c1[nH]nc(-c2ccncc2)n1Cc1ccccc1 | -9 | 3 | 3 | 5 | -19 | 13 | 6 | -5 | -4 | -5
COc1ccc(C(=O)C2CCCN(C(=O)c3cccs3)C2)cc1F (stereo not given) | 4 | 2 | 13 | 1 | -5 | -1 | 5 | 1 | -6 | -1
Fc1ccc(Nc2cccc3nccnc23)cc1 | -4 | 0 | 3 | 3 | -2 | 1 | 2 | 0 | -4 | 8
CC(=O)c1ccccc1NC(=O)CSc1nnc(Cc2csc(C)n2)o1 | -5 | -11 | 0 | -13 | 1 | 1 | -2 | 2 | -14 | 3
CCc1ccc(N(CC(=O)N2CCCC2)S(C)(=O)=O)cc1 | 1 | -5 | -2 | -12 | 0 | 7 | -1 | 0 | 0 | 7
CC(C)Cc1nc2oc3c(Cl)ncnc3c2c2c1CCC2 | 5 | -2 | -2 | 3 | 6 | 3 | 0 | -1 | 3 | 1

Some of these compounds in order of SMILES length, falling.
SMILES | ARFGAP1 inhibitor | ADAM17 inh | SIAE inh | ADAM10 inh | TDP2 absorb | ASAP1 GAP inh | PLCg1 inh | DDE Tn6 FP inh | PLCb3 inh | DDE Tn7 FP inh
COc1ccc(/C=C(/NC(=O)c2ccccc2)C(=O)NC(Cc2c[nH]c3ccccc23)C(=O)O)cc1 (stereo not given) | -5 | 1 | 3 | -8 | -16 | -6 | -2 | 0 | -11 | -4
COCCNC(=O)C(c1ccco1)N(Cc1ccc(OC)cc1)C(=O)Cn1nnc2ccccc21 (stereo not given) | 11 | -3 | 2 | -2 | -6 | 0 | 4 | 5 | -1 | 3
CC(=O)c1ccccc1NC(=O)CSc1nnc(Cc2csc(C)n2)o1 | -5 | -11 | 0 | -13 | 1 | 1 | -2 | 2 | -14 | 3
COc1ccc(C(=O)C2CCCN(C(=O)c3cccs3)C2)cc1F (stereo not given) | 4 | 2 | 13 | 1 | -5 | -1 | 5 | 1 | -6 | -1
CCc1ccc(N(CC(=O)N2CCCC2)S(C)(=O)=O)cc1 | 1 | -5 | -2 | -12 | 0 | 7 | -1 | 0 | 0 | 7
CCCn1ncc(CN2CCC(CO)(CC3CCCCO3)CC2)c1C (stereo not given) | 10 | -1 | 3 | 4 | -13 | 3 | 2 | -1 | 2 | -2
CC(C)Cc1nc2oc3c(Cl)ncnc3c2c2c1CCC2 | 5 | -2 | -2 | 3 | 6 | 3 | 0 | -1 | 3 | 1
S=c1[nH]nc(-c2ccncc2)n1Cc1ccccc1 | -9 | 3 | 3 | 5 | -19 | 13 | 6 | -5 | -4 | -5
Fc1ccc(Nc2cccc3nccnc23)cc1 | -4 | 0 | 3 | 3 | -2 | 1 | 2 | 0 | -4 | 8
